VP16 counter: counter-screen for ROR gamma inhibitors: Gal4-VP16 reporter; Drosophila S2 Gal4-VP16 UAS-luciferase, luminescence, 20 h; Potency, µM (top dose mostly 53.6 µM), without a hit: top-dose activity, negative = inhibition, hits mostly inhibitors; 310,000 tested, 3.5% active; AID 2546;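 further: Gal4-VP16 expression switched on by copper sulfate through the metallothionein promoter; on the % scale 0 is the no-effect control and ±100 the full control effect; nearly all actives have a fitted effect of over 50% in size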
RORg inh: ROR gamma (mouse) transcription inhibition; P51450; Drosophila S2 Gal4-RORgamma UAS-luciferase reporter, 20 h; Potency, µM (titrated, usually from 53.6 µM), for the others: top-dose activity change, negative = inhibition, hits mostly inhibitors; 310,000 tested, 5.4% active; further: on the % scale 0 is the no-effect control and ±100 the full control effect; nearly all actives have a fitted effect of over 60% in size
Target sequence (P51450 whole entry, looked up, the tested form may be a part): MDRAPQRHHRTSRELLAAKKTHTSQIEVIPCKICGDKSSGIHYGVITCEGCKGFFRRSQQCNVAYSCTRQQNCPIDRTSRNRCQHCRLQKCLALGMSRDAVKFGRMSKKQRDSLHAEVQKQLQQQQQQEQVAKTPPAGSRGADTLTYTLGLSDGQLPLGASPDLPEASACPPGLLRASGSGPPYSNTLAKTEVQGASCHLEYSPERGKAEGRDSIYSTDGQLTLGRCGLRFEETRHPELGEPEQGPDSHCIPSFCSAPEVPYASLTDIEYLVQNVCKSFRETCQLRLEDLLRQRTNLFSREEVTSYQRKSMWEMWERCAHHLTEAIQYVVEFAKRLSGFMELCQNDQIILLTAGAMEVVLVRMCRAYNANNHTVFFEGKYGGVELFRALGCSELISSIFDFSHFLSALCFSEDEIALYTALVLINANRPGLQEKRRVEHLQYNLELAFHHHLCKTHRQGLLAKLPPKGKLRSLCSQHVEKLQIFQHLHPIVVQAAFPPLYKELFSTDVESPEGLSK
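A Gal4/UAS one-hybrid system in insect cells: metallothionein-promoter Gal4–ROR gamma fusion plus Photinus luciferase reporter. Copper sulfate 700 uM final, 20 hr ambient incubation, luminescent detection after 10 min with reagent.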
BRCA1 expr act: activators of BRCA1 expression. AID 624202. Potency, µM (top dose mostly 46.1 µM), for the others: at the highest dose activation, most hits filed as activators. 380,000 tested, 1.1% active. MCF7-BRCA1-FFLuc reporter, luminescence, 48 h; response scale: scaled: vehicle 0%, 10 µM genistein 100%; further: nearly all actives have a fitted effect of over 80% in size; some results filed as inactive show a strong effect at the top dose
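Activators of BRCA1 expression were detected as increased firefly luciferase luminescence in engineered MCF7 cells after 48 h compound incubation. Signals were scaled to genistein 10 microM as full activation.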
CXXC DNA block: inhibitors of human MLL CXXC domain-DNA interaction; 290,000 tested, 0.037% active; MLL-CXXC / FITC-HOXA9 DNA fluorescence polarization; Potency, µM (titrated, usually from 115 µM), for the others: top-dose activity change, negative = inhibition, actives largely listed as inhibitors; AID 2662; Q03164; active means well fitted inhibition curve with a large enough effect in the polarisation, with a control signal flat, not every such curve was filed as active; inconclusive means small, poorly fitted or top-dose-only effect, or effect the other way, or a change in a side signal; inactive means no such curve, though single readings can be large or run the other way; the % refers to the polarisation
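Fluorescence polarization: 7 uM MLL-CXXC (stock) preincubated 5 min with compounds, then 50 nM fluorescein-HOX-A9 DNA (stock) added; 30 min ambient. Buffer 50 mM Tris-HCl pH 7.5, 50 mM NaCl, 1 mM DTT, 0.05% BSA.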
MBNL1 CUG block: inhibitors of human MBNL1 binding to CUG repeat RNA | TR-FRET MBNL1-His/biotin-(CUG)12 binding, 665/545 ratio | Potency, µM (titrated, usually from 57.5 µM), inactives show at the top dose activity change, negative = inhibition, actives largely listed as inhibitors | 280,000 tested, 0.036% active | AID 2675; active means well fitted inhibition curve with a large enough effect in the signal ratio, with a control signal flat, not every such curve was filed as active; inconclusive means small, poorly fitted or top-dose-only effect, or effect the other way, or a change in a side signal; inactive means no such curve, though single readings can be large or run the other way; the % refers to the signal ratio; further: on the % scale 0 is the no-effect control and ±100 the full control effect
Target sequence (Q9NR56 whole entry, looked up): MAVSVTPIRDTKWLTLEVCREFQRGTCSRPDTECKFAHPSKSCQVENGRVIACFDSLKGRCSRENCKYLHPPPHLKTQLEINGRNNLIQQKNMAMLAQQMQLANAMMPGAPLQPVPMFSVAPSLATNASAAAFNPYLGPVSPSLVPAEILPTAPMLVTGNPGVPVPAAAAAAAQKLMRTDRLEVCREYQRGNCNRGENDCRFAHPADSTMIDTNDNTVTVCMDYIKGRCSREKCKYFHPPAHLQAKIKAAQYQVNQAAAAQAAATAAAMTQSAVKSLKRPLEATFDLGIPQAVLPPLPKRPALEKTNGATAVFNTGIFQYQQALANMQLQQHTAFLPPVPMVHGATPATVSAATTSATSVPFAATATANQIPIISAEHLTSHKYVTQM
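Compound titration spanned 92 nM–58 uM against the MBNL1-His/biotin-(CUG)12 complex. After 60 min at room temperature with 5 nM streptavidin-XL665 and 0.055 ng/ul terbium anti-His, ratiometric 665/545 nm emission (Ex 340 nm) normalized to controls.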
Rab9 prom act: activators of Rab9 promoter; Huh7 Rab9 promoter-luciferase reporter, luminescence, 24 h; Potency, µM (top dose mostly 9.22 µM), for inactives: at the top dose activation, negative = inhibition, most hits filed as activators; AID 485297; 320,000 tested, 2.8% active; further: % of control where 0% means no effect; nearly all actives have a fitted effect of over 60% in size
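Cells were plated at 1500 per well in reduced-serum medium with 10% FBS and left 2 h. Compound in DMSO was then added for 24 h at 37 °C. Reporter signal was read by luminescence after 10 min with luciferase detection reagent.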
FLuc counter: inhibits or activates purified firefly luciferase, miR-21 counter-screen; P08659; purified FLuc, Km substrates, luminescence inhibition; Potency, µM (doses to about 57.5 µM), for the others: at the top dose activity change, negative = inhibition, hits mostly inhibitors; 360,000 tested, 6.9% active;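 further: plate controls were vehicle for no effect and reference inhibitor for full effect; nearly all actives have a fitted effect of over 55% in size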
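Purified P. pyralis luciferase, 10 nM final, with Km-level 10 uM D-luciferin and 10 uM ATP in 50 mM Tris acetate pH 7.5, 10 mM Mg acetate, 0.01% Tween-20, 0.05% BSA; 6-point qHTS titration about 60 µM downward; luminescence read.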
uPA generation: blocks generation of uPA at the cell surface | cell surface uPA generation assay, qHTS | Potency, µM (doses to about 38.3 µM), for inactives: at the top dose activity change, negative = inhibition, hits mostly inhibitors | 330,000 tested, 0.31% active | AID 540303; active means well fitted inhibition curve with a large enough effect; inconclusive means small, poorly fitted or top-dose-only effect; inactive means no such curve, though single readings can be large or run the other way; tested in mouse RAW 264.7 cells; further: on the % scale 0 is the no-effect control and ±100 the full control effect; nearly all actives have a fitted effect of over 55% in size
NPC1 promoter act: NPC1 promoter activation. Huh7 NPC1 promoter luciferase reporter, 24 h. Potency, µM (titrated, usually from 9.22 µM), without a hit: at the highest dose activation, actives largely listed as activators. 320,000 tested, 2.4% active. AID 485313;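 further: % of control where 0% means no effect; nearly all actives have a fitted effect of over 60% in size; reporter is driven by a mutant NPC1 promoter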
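Readout is luciferase luminescence, reflecting NPC1 promoter activation in stably transfected Huh7 cells after 24 h compound exposure at 37 °C in reduced-serum medium with 10% FBS.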
ELG1 genotoxic: genotoxicity induction in ELG1-luciferase HEK293T cells; 330,000 tested, 1.3% active; AID 504466; HEK293T ELG1-luciferase reporter, luminescence, 16 h; Potency, µM (doses to about 46 µM), inactives show at the top dose activity change, positive = activation, most hits filed as activators; further: % of control where 0% means no effect; nearly all actives have a fitted effect of over 60% in size
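DMSO vehicle served as control against compound-treated ELG1-luciferase HEK293T cells; exposure lasted 16 hr at 37 °C and 5% CO2, followed by ONE-Glo luminescence detection after 30 min.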
p53 reactivation: restores transcriptional activity of mutant p53; H1299 p53-A138V BP100-luciferase reporter, luminescence, 24 h; Potency, µM (titrated, usually from 92.2 µM), without a hit: at the highest dose activity change, positive = activation, actives largely listed as activators; 320,000 tested, 0.063% active; AID 504706; further: % of control where 0% means no effect; nearly all actives have a fitted effect of over 45% in size
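p53-null H1299 cells stably carrying temperature-sensitive p53-A138V and a BP100-luciferase reporter were pinned with compounds (4-point, 1:5 series) and held 24 hrs at 37 deg C. Luminescence was read 10 min after detection reagent.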
* hit, by the source's call; ? = inconclusive; . = no result given; [ ] = dose if it differs, or a comment. Unless noted, the call rests on the fitted dose curve; in most records, active means well fitted curve in the direction sought with a large enough effect; inconclusive means small, poorly fitted or top-dose-only effect, or another doubt; inactive means no such curve, though single readings can be large; an effect the other way counts as inactive or inconclusive. Potency means the concentration at half of the fitted maximal effect. This is a subset; count on the stated rates, not on these rows.

compound	VP16 counter	RORg inh	BRCA1 expr act	CXXC DNA block	MBNL1 CUG block	Rab9 prom act	FLuc counter	uPA generation	NPC1 promoter act	ELG1 genotoxic	p53 reactivation
Cc1cccc(N=Cc2cc3c(cc2[N+](=O)[O-])OCO3)c1	5.4%	-27.3%	-1.0%	3.1%	?	-3.5%	?	-3.5%	-2.7%	-0.8%	2.2%
N#Cc1c(NC(=O)CSc2nc(N)cc(=O)[nH]2)sc2c1CCCC2	?	-42.6%	-33.9%	-19.4%	-2.1%	-5.6%	-5.8%	-4.6%	-1.1%	-4.4%	-0.2%
CC(=O)Nc1ccc(S(=O)(=O)NCCc2cn3nc(C)c(C)nc3n2)cc1	1.6%	-28.2%	-11.7%	-4.3%	?	1.6%	1.2%	15.7%	1.5%	1.3%[9.26 µM]	8.1%
Cc1ccc(NC(=O)COC(=O)c2ccc(=O)n(Cc3ccccc3)n2)cc1F	.	.	-13.8%	.	.	-3.0%	4.4%	-0.6%	-1.0%	2.3%	-2.2%
COc1ccccc1N1CCN(CC(=O)Nc2c(C)n(C)n(-c3ccccc3)c2=O)CC1	7.3%	0.2%	2.2%	-9.9%	.	-1.1%	3.6%	1.6%	-2.8%	3.6%	-1.8%
CN(Cc1ccccc1)C(=O)c1ccc(NC2=NC3CS(=O)(=O)CC3S2)cc1 (stereo not given)	-4.0%	-0.9%	2.0%	.	-11.7%	3.0%	2.5%	-2.7%	-4.5%	-2.8%	16.4%
NC(=O)COC(=O)c1cccc(S(=O)(=O)N2CCCCC2)c1	-4.4%	10.7%	5.7%	10.5%	-5.6%	-0.7%	-1.5%	-0.8%	-1.5%	0.9%	-0.4%
Cc1ccc(OCC(=O)N2CCCCCCC2)cc1	2.0%	24.3%	62.9%	0.4%	8.7%	17.8%	?	6.6%	20.6%	12.3%	-1.9%
CC(=O)N1CCN(Cc2cc(=O)n3cc(Cl)c(C)c(Cl)c3n2)CC1	-4.3%	-3.8%	2.2%	-1.9%	?	-4.0%	0.9%	2.3%	1.7%	0.1%	-2.4%
CCOC(=O)C1CCCN(CC(O)COc2ccccc2C(C)=O)C1 (stereo not given)	0.0%	-1.9%	5.6%	0.8%	15.0%	1.0%	5.7%	2.5%	1.1%	2.6%	2.3%
C=CCNC(=O)/C(=C\c1ccc([N+](=O)[O-])cc1)NC(C)=O	10.0%	12.4%	-0.9%	-0.9%	?	0.1%	7.8%	6.5%	1.1%	0.4%	3.1%
CC1CC(C)CN(C(=O)C(C)N(C)CC(=O)Nc2ccccc2Cl)C1 (stereo not given)	-3.2%[10 µM]	4.1%	2.2%	-1.0%	9.6%	-9.9%	-3.8%	5.6%	-1.2%	-1.8%	-4.3%
COc1ccc(CN(C(=O)CSc2nnc(-c3ccc(OC)c(OC)c3)o2)c2ccc(F)cc2)cc1	-4.2%	?	-42.8%	-3.9%	6.3%	-2.7%	2.8%	-1.9%	-4.8%	-5.7%	-3.7%
O=C(OCc1cc(=O)n2ccsc2n1)c1ccc(O)cc1O	.	.	11.2µM*	.	.	23.0%	?	-2.1%	?	?	?
COc1cccc(C(O)c2cnc(C(C)C)n2C)c1 (stereo not given)	-2.9%	2.1%	0.0%	23.6%	-8.0%	-1.5%	-2.3%	1.1%	0.3%	0.4%	-3.8%
COc1cccc(/C=N/NC(=O)CCn2nnc3ccccc32)c1	-2.9%	?	32.3%	7.6%	-1.6%	-1.6%	?	5.6%	-0.5%	-1.0%	-2.0%
NC(=O)CC(NC(=O)c1ccc(Br)cc1)c1ccc(NC2CCCCCC2)c([N+](=O)[O-])c1 (stereo not given)	?	23.6%	9.1%	-5.1%	16.1%	-4.8%	-8.0%	-0.3%	-5.9%	1.2%	-4.4%
CCC(=O)Nc1ccc(-c2cc3ccccc3oc2=O)cc1	-14.3%	-23.4%	40.1%	-3.7%	?	?	7.57µM*	0.8%	?	3.66µM*	-1.9%
Cc1ccc(/C=N\NC(=O)c2cncc(Br)c2)o1	?	5.01µM*	-6.3%	-1.5%	13.3%[11.5 µM]	1.9%	-10.5%	9.5%	-3.8%	-2.7%	-3.9%
Cc1onc(-c2ccccc2)c1C(=O)OCc1nnc(-c2ccccc2)o1	.	.	2.4%	.	.	-2.1%	-1.9%	5.1%	-0.1%	-4.2%	-1.8%
COC(=O)[C@H](C)NC(=O)Nc1cccc(C)c1	-4.4%	-14.1%	-19.3%	-5.7%	-0.1%	-9.1%	10.6%	5.7%	-0.9%	3.2%	-9.7%
N#C/C(=C\c1ccc(-c2cccc([N+](=O)[O-])c2)o1)C(=O)N1CCOCC1	-9.0%	0.3%	21.7%	-10.4%	?	-2.2%	?	-2.5%	1.5%	1.1%	-2.4%
COc1cccc(/C=N/NC(=O)CSc2nnc(C)n2-c2ccccc2)c1OC	-1.0%	-5.9%	-1.8%	-7.8%	1.5%	1.9%	-11.5%	5.8%	-3.8%	0.9%	-0.8%
COc1ccc(N(C)C(=O)Cn2c(=O)oc3ccccc32)c(OC)c1	14.7%	0.3%	-21.7%	6.8%	-10.1%	1.6%	3.6%	-1.6%	-1.6%	0.3%	1.8%
O=C(CSc1nnc(-c2ccccn2)o1)Nc1ccccc1Cl	6.4%	-41.2%	?	-9.3%	-5.0%	0.562µM*	0.1%	-1.9%	?	?	?
O=C(c1ccc(F)cc1)N(Cc1ccco1)C1CCS(=O)(=O)C1 (stereo not given)	9.5%	-0.9%	0.1%	?	-8.5%	-0.8%	3.1%	-0.5%	-0.7%	-0.4%	-0.1%
CC1CC(C)CN(c2nc(N(C)c3ccccc3)nc(N)c2[N+](=O)[O-])C1 (stereo not given)	-6.2%	16.1%	-24.9%	0.3%	-3.5%	-2.4%	3.1%	-9.1%	-2.6%	-5.8%	25.4%
CC(C)C(c1nnnn1Cc1ccco1)N1CCN(C2CCCC2)CC1 (stereo not given)	-7.3%	-13.7%	-21.3%	8.2%	-6.4%	-1.9%	2.8%	-1.8%	1.2%	-0.7%	-1.0%
O=C(CN(C(=O)CCC(=O)Nc1nccs1)c1ccc2c(c1)OCO2)NCc1ccc(F)cc1	13.7%	-0.6%	-14.9%	9.7%	2.6%	-2.0%	3.0%	3.1%	-0.4%	1.1%	-0.6%
NC(=O)C1CCN(S(=O)(=O)c2cc3c4c(c2)CCN4C(=O)CC3)CC1	.	.	-22.6%	.	.	1.9%	-1.5%	8.9%	-1.2%	1.4%	-1.3%
O=C(O)c1ccc(-n2cccc2/C=C2/NC(=O)N(c3cccc(Cl)c3)C2=O)cc1	-11.1%	-0.7%	-7.2%	3.6%	?	3.7%	-18.3%	6.9%	-4.9%	7.2%	-6.0%
c1ccc(COC2CCCN(Cc3nc(-c4cnccn4)no3)C2)cc1 (stereo not given)	-4.7%	16.4%	1.0%	-1.7%	?	9.8%	-1.8%	-0.8%	-2.4%	-0.1%	-2.3%
O=C(CN1CCN(c2ccccc2)CC1)NC(=O)NCc1ccco1	3.1%	0.1%	-4.3%	10.6%	-9.0%	7.0%	-2.3%	1.4%	-1.3%	-1.0%	8.0%
O=C(N/N=C/c1cccnc1)c1ccccc1OCc1ccc(Br)cc1	-12.2%	-5.6%	-46.5%	2.5%	?	12.3%	?	-2.0%	9.4%	-13.7%	-2.2%
C/C(CC(=O)Nc1ccc(C)c(Cl)c1)=N\NC(=O)c1ccco1	-7.5%	-39.1%	41.8%	-19.2%	-7.8%	-1.1%	1.6%	-3.1%	-5.1%	6.0%	?
O=c1oc2ccccc2cc1N1CCOCC1	-6.2%	-2.0%	1.6%	2.1%	-20.0%	-2.2%	-2.1%	0.3%	-2.2%	2.1%	-5.6%
COC(=O)c1ccc(N2CCN(C(C)=O)CC2)c(NC(=O)COc2ccccc2C)c1	-1.4%	2.3%	5.1%	-2.8%	-3.9%	-11.3%	-0.8%	-3.9%	-11.6%	-5.4%	-7.6%
Cc1ccc(NC(=O)CSc2nnc(-c3ccccc3C)o2)cc1C	?	14.1µM*	24.9%	-3.1%	-16.9%	17.6%	1.4%	3.4%	-1.1%	0.5%	7.8%
CC(C)c1ccc2[nH]c3nc(SCC(=O)N4CCOCC4)nnc3c2c1	-3.8%	31.5%	11.2µM*	19.7%	?	3.5%	6.75µM*	-10.6%	-0.8%	-6.6%	24.6%
O=C(CN1CCCC1)N1CCCC(c2ccc(F)cc2)c2ccc(F)cc21 (stereo not given)	-3.1%	1.1%	-26.6%	-9.5%	-14.4%[11.5 µM]	-4.7%	3.5%	-0.1%	-4.4%	1.9%	-17.6%
